High-throughput results as filed in PubChem.
RGS4 inh: RGS4 inhibitors, primary screen, cell-based, HEK293 M3R inducible RGS4, calcium flux | Regulator of G-protein signaling 4 (Homo sapiens), P49798 | Fluo-4 calcium flux; active compounds read high; triggered by carbachol at its EC20 | B-score at 10 µM | hit rate 0.45% among 310,000;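 active means B-score, a plate-corrected calcium signal, over three deviations above library mean, with baseline fluorescence within five deviations of library mean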;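 further: RGS4 expression induced by doxycycline in cells with stable M3 receptor; B-score is computed from the integrated fluorescence ratio over baseline after carbachol; higher B-score means a larger calcium signal and so more RGS4 inhibition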
Target sequence (P49798 whole entry, looked up): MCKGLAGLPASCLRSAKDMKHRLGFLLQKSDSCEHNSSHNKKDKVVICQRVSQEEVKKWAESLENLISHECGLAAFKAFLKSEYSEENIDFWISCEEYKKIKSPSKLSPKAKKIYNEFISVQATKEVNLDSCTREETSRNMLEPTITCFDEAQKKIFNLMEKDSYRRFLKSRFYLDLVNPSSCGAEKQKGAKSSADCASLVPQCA
TRPC4 PAM: positive allosteric modulators of TRPC4, primary screen, cell-based, mouse TRPC4beta, HEK293 mu-opioid, Fluo-4 calcium; DAMGO EC20, Fluo-4 Ca2+ flux; active compounds read high; B-score at 10 µM; hit rate 0.42% among 310,000;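 active means B-score of calcium response area above 5 SD of library B-scores, with initial fluorescence ratio within 5 SD of library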;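 further: B-score of integrated fluorescence ratio over time as area under calcium response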
TRPC4 agonist: activators of mouse TRPC4 channel, primary screen, Fluo4 calcium, HEK293 TRPC4beta/mu-opioid cells; AID 2237, 2010; hit rate 0.49% among 310,000; Fluo4 calcium fluorescence; active compounds read high; Short transient receptor potential channel 4 (Mus musculus), Q9QUQ5; B-score at 10 µM;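 active means B-score above 5 SD of library B-scores, and initial fluorescence ratio not above library mean plus 5 SD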;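 further: positive B-score marks a calcium rise read as TRPC4 activation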
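Assay system: HEK293 stable line with TRPC4beta plus mu-opioid receptor; schedule: 45 min room-temperature Fluo4 loading, 110 s read; technique: kinetic Fluo4 calcium fluorescence; evaluation: integrated baseline-normalised fluorescence ratio, converted to per-well B score; controls: buffer (low) and maximal DAMGO (high)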
TRPC6 inh: mouse TRPC6 channel inhibitors, primary screen, cell-based, HEK293, membrane potential dye | B-score at 10 µM | Short transient receptor potential channel 6 (Mus musculus), Q61143 | hit rate 1.1% among 310,000 | ACh-evoked depolarization; active compounds read low;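 active means B-score under library mean minus 3 SD, initial fluorescence not abnormally high, positive integrated signal ratio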;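 further: B-score derived from integrated fluorescence ratio over the kinetic read; more negative B-score means stronger inhibition of depolarization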
TRPC4 inh: inhibitors of mouse TRPC4 channel, primary screen, Fluo4 calcium, HEK293 TRPC4beta/mu-opioid cells | Short transient receptor potential channel 4 (Mus musculus), Q9QUQ5 | DAMGO-evoked Fluo4 calcium flux; active compounds read low | B-score at 10 µM | hit rate 0.39% among 300,000;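 active means B-score over 3 SD under the library average, no early fluorescence shift, positive overall ratio signal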
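Assay system: HEK293 cells with stable TRPC4beta plus mu-opioid receptor expression. Dosing: single dose. Measured by: Fluo4 Ca2+ flux fluorescence. Also added: DAMGO in two steps, submaximal then maximal. Read-out: B score from integrated Fluo4 fluorescence ratio.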
MrgX1 PAM: positive allosteric modulators of MrgX1, primary screen, HEK293 cells, Fluo-4 calcium flux. hit rate 0.63% among 310,000. B-score at 10 µM. AID 588675, 2011. Mas-related G-protein coupled receptor member X1 (Homo sapiens), Q96LB2. FDSS; active compounds read high;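 active means plate-corrected calcium response at least 3 library SD above typical, normal starting fluorescence, not activating the receptor alone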;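 further: compound read alongside a low EC10 to EC30 dose of BAM8-22 agonist; peak minus trough fluorescence over baseline measured at the second addition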
Target sequence (Q96LB2 whole entry, looked up): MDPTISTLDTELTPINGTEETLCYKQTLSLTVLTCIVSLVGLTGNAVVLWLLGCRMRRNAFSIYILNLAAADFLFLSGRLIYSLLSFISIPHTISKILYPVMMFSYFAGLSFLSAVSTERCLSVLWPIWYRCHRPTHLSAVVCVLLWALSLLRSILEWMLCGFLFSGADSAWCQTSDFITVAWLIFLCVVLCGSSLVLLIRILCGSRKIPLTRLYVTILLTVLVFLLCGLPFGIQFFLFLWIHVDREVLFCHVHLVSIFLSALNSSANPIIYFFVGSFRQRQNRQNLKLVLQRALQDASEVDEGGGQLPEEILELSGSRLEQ
TRPC6 act: mouse TRPC6 channel activators, primary screen, cell-based, HEK293, membrane potential dye; Short transient receptor potential channel 6 (Mus musculus), Q61143; HEK293-TRPC6 membrane potential dye fluorescence; active compounds read high; B-score at 10 µM; hit rate 0.13% among 310,000;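 active means B-score of the integrated fluorescence ratio above library mean plus 3 SD, and starting fluorescence ratio within library mean plus 5 SD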;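 further: higher score means more depolarization so channel activation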
MrgX1 ag: agonists of human MrgX1 receptor, primary screen, HEK293 cells, Fluo-4 calcium flux; Mas-related G-protein coupled receptor member X1 (Homo sapiens), Q96LB2; Fluo-4 calcium fluorescence, agonist mode; active compounds read high; B-score at 10 µM; hit rate 0.44% among 310,000; AID 588627, 2011;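 active means calcium response B-score plate-corrected fluorescence ratio at least 3 library SD, with starting fluorescence B-score inside 5 SD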
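Assay system: stable human MrgX1 HEK293 cell line. Quantity: 15,000 cells per well. Schedule: cells plated overnight, dye loaded 0.5 h 37 °C, 0.5 h room temperature. Detection: Fluo-4 NW calcium-flux fluorescence, kinetic read. Read-out basis: peak-minus-minimum fluorescence over baseline, converted to B scores. Control set: positive and negative control wells on each plate.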
ANO1 block: TMEM16A chloride channel inhibitors, primary screen, cell-based, HTS; HEK293 TMEM16A/YFP iodide influx fluorescence, ionomycin; normalized B-score (activity score, 25-100; higher = stronger inhibition) at 10 µM; hit rate 1.2% among 310,000;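 active means ratio plate-corrected score three or more library SD toward inhibition, starting fluorescence score within five deviations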;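 further: score derived from kinetic fluorescence span divided by baseline fluorescence per well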
MrgX1 antag: antagonists of human MrgX1 receptor, primary screen, HEK293 cells, Fluo-4 calcium flux; B-score at 10 µM; BAM8-22 antagonism; active compounds read low; hit rate 1.3% among 310,000; AID 588676, 2011;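 active means calcium-response B-score plate-corrected more than 3 library SD below zero, starting fluorescence within 5 deviations, no agonist response on first addition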;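 further: peak minus trough fluorescence over baseline after final BAM8-22 challenge near maximal dose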
ANO1 activ: TMEM16A chloride channel activators or potentiators, primary screen, cell-based, HTS. HEK293 TMEM16A/YFP-H148Q/I152L, iodide quench fluorescence; active compounds read low. B-score at 10 µM. hit rate 0.3% among 340,000. AID 623877, 2012;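 active means fluorescence-ratio B-score plate-corrected deviation score at least 3 library SD below zero, with starting fluorescence score within 5 deviations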;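 further: channel opened by trigger with iodide after compound preincubation; score built on the fluorescence ratio of max minus min over baseline; more negative score means more quench and so TMEM16A activation or potentiation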
Calls only.

Screening C#CCOCCOCCOCCNc1nc(N2CCN(C(=O)CCCCCCCCCCNC(=O)Cn3cc(CCCCCN)nn3)CC2)nc(N2CCN(C(=O)CCCCCCCCCCNC(=O)[C@H](CO)n3cc(CCCSC)nn3)CC2)n1 returned MrgX1 PAM inactive, MrgX1 ag inactive, ANO1 block inactive, MrgX1 antag inactive and ANO1 activ inactive.
CSc1ccccc1C(=O)N1CCN(c2ccc(F)cc2)CC1 was read as RGS4 inh inactive, TRPC4 PAM inactive, TRPC4 agonist inactive, TRPC6 inh inactive, TRPC4 inh inactive, MrgX1 PAM inactive, TRPC6 act inactive, MrgX1 ag inactive, ANO1 block inactive, MrgX1 antag inactive and ANO1 activ inactive.
CSc1nc(NCC(C)O)c2c3c(sc2n1)CN(C)CC3 (configuration not stated) was read as RGS4 inh inactive, TRPC4 PAM inactive, TRPC4 agonist inactive, TRPC6 inh inactive, TRPC4 inh inactive, MrgX1 PAM inactive, TRPC6 act inactive, MrgX1 ag inactive, ANO1 block inactive, MrgX1 antag inactive and ANO1 activ inactive.
`CCN(CC)CCCNC(=O)CC1Sc2ccccc2NC1=O` (configuration not stated) gave RGS4 inh inactive, TRPC4 PAM inactive, TRPC4 agonist inactive, TRPC6 inh inactive, TRPC4 inh inactive, MrgX1 PAM inactive, TRPC6 act inactive, MrgX1 ag inactive, ANO1 block inactive, MrgX1 antag inactive and ANO1 activ inactive.
For C=CCCC(=O)N1CCC(n2nccc2NC(=O)CCCc2ccccc2)CC1 the results were RGS4 inh inactive, TRPC4 PAM inactive, TRPC4 agonist inactive, TRPC6 inh inactive, TRPC4 inh inactive, MrgX1 PAM inactive, TRPC6 act inactive, MrgX1 ag inactive, ANO1 block inactive, MrgX1 antag inactive and ANO1 activ inactive.
For COc1ccc(NC(=O)c2sccc2SCC#N)cc1 the results were RGS4 inh inactive, TRPC4 PAM inactive, TRPC4 agonist inactive, TRPC6 inh inactive, TRPC4 inh inactive, MrgX1 PAM inactive, TRPC6 act inactive, MrgX1 ag inactive, ANO1 block inactive, MrgX1 antag inactive and ANO1 activ inactive.
Screening Cc1nnc(SCC(=O)Nc2ccc(O)cc2)c2ccccc12 returned RGS4 inh inactive, TRPC4 PAM inactive, TRPC4 agonist inactive, TRPC6 inh inactive, TRPC4 inh inactive, MrgX1 PAM inactive, TRPC6 act inactive, MrgX1 ag inactive, ANO1 block inactive, MrgX1 antag inactive and ANO1 activ inactive.
CCOc1ccc(CCNS(=O)(=O)c2cc3c(cc2C)NC(=O)CO3)cc1OCC was read as RGS4 inh inactive, TRPC4 PAM inactive, TRPC4 agonist inactive, TRPC6 inh inactive, TRPC4 inh inactive, MrgX1 PAM inactive, TRPC6 act inactive, MrgX1 ag inactive, ANO1 block inactive, MrgX1 antag inactive and ANO1 activ inactive.
`O=C(Nc1ccc(Cl)cc1)C1CCN(C(=O)c2cccs2)CC1` gave RGS4 inh inactive, TRPC4 PAM inactive, TRPC4 agonist inactive, TRPC6 inh inactive, TRPC4 inh inactive, MrgX1 PAM inactive, TRPC6 act inactive, MrgX1 ag inactive, ANO1 block inactive, MrgX1 antag inactive and ANO1 activ inactive.
`Cc1cc(C)n(CC(C)C(=O)O)n1` (configuration not stated) gave RGS4 inh inactive, TRPC4 PAM inactive, TRPC4 agonist inactive, TRPC6 inh inactive, TRPC4 inh inactive, MrgX1 PAM inactive, TRPC6 act inactive, MrgX1 ag inactive, ANO1 block inactive, MrgX1 antag inactive and ANO1 activ inactive.
`C/C(=N/NC(=O)c1ccccn1)c1ccncc1` gave RGS4 inh inactive, TRPC4 PAM inactive, TRPC4 agonist inactive, TRPC6 inh inactive, TRPC4 inh inactive, MrgX1 PAM inactive, TRPC6 act inactive, MrgX1 ag inactive, ANO1 block inactive, MrgX1 antag inactive and ANO1 activ inactive.
O=C(CCn1c(=S)oc2ccccc21)NCCC1=CCCCC1 was read as RGS4 inh inactive, TRPC4 PAM inactive, TRPC4 agonist inactive, TRPC6 inh inactive, TRPC4 inh inactive, MrgX1 PAM inactive, TRPC6 act inactive, MrgX1 ag inactive, ANO1 block inactive, MrgX1 antag inactive and ANO1 activ inactive.
COc1cc(S(=O)(=O)N(Cc2cccnc2)Cc2ccco2)ccc1-n1cnnn1 was read as RGS4 inh inactive, TRPC4 PAM inactive, TRPC4 agonist inactive, TRPC6 inh inactive, TRPC4 inh inactive, MrgX1 PAM inactive, TRPC6 act inactive, MrgX1 ag inactive, ANO1 block inactive, MrgX1 antag inactive and ANO1 activ inactive.
`Cc1ccc(-c2nc(SCC(=O)N(C)C3CCS(=O)(=O)C3)[nH]c2-c2ccc(C)cc2)cc1` (configuration not stated) gave RGS4 inh inactive, TRPC4 PAM inactive, TRPC4 agonist inactive, TRPC6 inh inactive, TRPC4 inh inactive, MrgX1 PAM inactive, TRPC6 act inactive, MrgX1 ag inactive, ANO1 block inactive, MrgX1 antag inactive and ANO1 activ inactive.
`CCOC(=O)CNC(=O)OC1CCN2Cc3ccccc3N=C12` (configuration not stated) gave RGS4 inh inactive, TRPC4 PAM inactive, TRPC4 agonist inactive, TRPC6 inh inactive, TRPC4 inh inactive, MrgX1 PAM inactive, TRPC6 act inactive, MrgX1 ag inactive, ANO1 block inactive, MrgX1 antag inactive and ANO1 activ inactive.
`O=C(Nc1cccc2ccccc12)c1ccc(Cn2cc(Cl)cn2)cc1` gave RGS4 inh inactive, TRPC4 PAM inactive, TRPC4 agonist inactive, TRPC6 inh inactive, TRPC4 inh inactive, MrgX1 PAM inactive, TRPC6 act inactive, MrgX1 ag inactive, ANO1 block inactive, MrgX1 antag inactive and ANO1 activ inactive.
`C/C(=N\NC(=S)NCc1ccccc1)c1ccc(C(C)(C)C)cc1` gave RGS4 inh inactive, TRPC4 PAM inactive, TRPC4 agonist inactive, TRPC6 inh inactive, TRPC4 inh inactive, MrgX1 PAM inactive, TRPC6 act inactive, MrgX1 ag inactive, ANO1 block inactive, MrgX1 antag inactive and ANO1 activ inactive.
For O=C(COC(=O)C1C2CC3OC(=O)C1C3C2)Nc1cccc(C(F)(F)F)c1 (configuration not stated) the results were RGS4 inh inactive, TRPC4 PAM inactive, TRPC4 agonist inactive, TRPC6 inh inactive, TRPC4 inh inactive, MrgX1 PAM inactive, TRPC6 act inactive, MrgX1 ag inactive, ANO1 block inactive, MrgX1 antag inactive and ANO1 activ inactive.
Cc1ccc(CN(C(=O)c2csnn2)C(C(=O)NC2CCCC2)c2cccnc2)cc1 (configuration not stated) was read as RGS4 inh inactive, TRPC4 PAM inactive, TRPC4 agonist inactive, TRPC6 inh inactive, TRPC4 inh inactive, MrgX1 PAM inactive, TRPC6 act inactive, MrgX1 ag inactive, ANO1 block inactive, MrgX1 antag inactive and ANO1 activ inactive.
`COc1ccc(/C=C/C(=O)N2CCN(c3ccccn3)CC2)c2ccccc12` gave RGS4 inh inactive, TRPC4 PAM inactive, TRPC4 agonist inactive, TRPC6 inh inactive, TRPC4 inh inactive, MrgX1 PAM inactive, TRPC6 act inactive, MrgX1 ag inactive, ANO1 block inactive, MrgX1 antag inactive and ANO1 activ inactive.
`COc1ccc(CNc2nc3nc4c(c(=O)n3[nH]2)CCC4)cc1` gave RGS4 inh inactive, TRPC4 PAM inactive, TRPC4 agonist inactive, TRPC6 inh inactive, TRPC4 inh inactive, MrgX1 PAM inactive, TRPC6 act inactive, MrgX1 ag inactive, ANO1 block inactive, MrgX1 antag inactive and ANO1 activ inactive.
`CCC(=O)N(CCO)Cc1cc2ccc(C)c(C)c2[nH]c1=O` gave RGS4 inh inactive, TRPC4 PAM inactive, TRPC4 agonist inactive, TRPC6 inh inactive, TRPC4 inh inactive, MrgX1 PAM inactive, TRPC6 act inactive, MrgX1 ag inactive, ANO1 block inactive, MrgX1 antag inactive and ANO1 activ inactive.
Screening CCC(C)(C(=O)NC1CCCCC1)N(Cc1ccco1)C(=O)CNC(=O)c1ccccc1 (configuration not stated) returned RGS4 inh inactive, TRPC4 PAM inactive, TRPC4 agonist inactive, TRPC6 inh inactive, TRPC4 inh inactive, MrgX1 PAM inactive, TRPC6 act inactive, MrgX1 ag inactive, ANO1 block inactive, MrgX1 antag inactive and ANO1 activ inactive.
`CC1CCN(C(=O)CCNC(=O)c2ccccc2Cl)CC1` gave RGS4 inh inactive, TRPC4 PAM inactive, TRPC4 agonist inactive, TRPC6 inh inactive, TRPC4 inh inactive, MrgX1 PAM inactive, TRPC6 act inactive, MrgX1 ag inactive, ANO1 block inactive, MrgX1 antag inactive and ANO1 activ inactive.
Screening Cn1c(=S)c2[nH]c(SCCN3CCCC3)nc2n(C)c1=O returned RGS4 inh inactive, TRPC4 PAM inactive, TRPC4 agonist inactive, TRPC6 inh inactive, TRPC4 inh inactive, MrgX1 PAM inactive, TRPC6 act inactive, MrgX1 ag inactive, ANO1 block inactive, MrgX1 antag inactive and ANO1 activ inactive.

Retrieved by structure from the list above:
`C/C(=N/NC(=O)c1ccccn1)c1ccncc1` gave RGS4 inh inactive, TRPC4 PAM inactive, TRPC4 agonist inactive, TRPC6 inh inactive, TRPC4 inh inactive, MrgX1 PAM inactive, TRPC6 act inactive, MrgX1 ag inactive, ANO1 block inactive, MrgX1 antag inactive and ANO1 activ inactive.
`CCC(=O)N(CCO)Cc1cc2ccc(C)c(C)c2[nH]c1=O` gave RGS4 inh inactive, TRPC4 PAM inactive, TRPC4 agonist inactive, TRPC6 inh inactive, TRPC4 inh inactive, MrgX1 PAM inactive, TRPC6 act inactive, MrgX1 ag inactive, ANO1 block inactive, MrgX1 antag inactive and ANO1 activ inactive.
